# Screens deposited in PubChem BioAssay by National Center for Advancing Translational Sciences (NCATS).
# HepG2 viability: kills HepG2 cells in TGF-b inhibitor counter-screen; HepG2 CAGA-GFP viability, ATP luminescence, 18 h; Potency, µM (series often up to 46.1 µM), for inactives: at the highest dose activity change, negative = cytotoxicity, usual class: cytotoxic; 410,000 tested, 0.76% active; note: some results filed as inactive show a strong effect at the top dose
#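 CellTiter-Glo luminescence gave cytotoxicity after 18 hours at 37 degrees C. The cells were HepG2 CAGA-GFP in 1% FBS DMEM, stimulated with 500 pg/mL TGF-beta after compound addition. %Activity was normalised to no-cell wells (complete cell-killing) and DMSO (no toxicity), and curves were fitted and classified.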
# A549 tox: kills or reduces viability of A549 cells in Nrf2 counter-screen. A549 ARE-Fluc cells, CellTiter-Fluor viability, 18-24 h. Potency, µM (titrated, usually from 46 µM), without a hit: at the highest dose activity change, negative = cytotoxicity, hits mostly inhibitors. 390,000 tested, 0.16% active; note: % is set by controls: 0 for no effect and ±100 for the full control effect
#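 Cytotoxicity counterscreen: CellTiter-Fluor fluorescence was measured in A549 ARE_Fluc cells after 18-24 h of compound exposure in a concentration series. The subsequent BugLite luminescent read reports ARE-luciferase activity.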
# MCF10A rereplic: induces DNA re-replication in MCF 10a normal breast cells; MCF 10A DNA re-replication, Hoechst nuclear intensity, 48 h; Potency, µM (doses to about 46.1 µM), inactives show at the highest dose activity, positive = re-replication, most hits filed as activators; 350,000 tested, 2.9% active; note: % of control where 0% means no effect; nearly all actives have a fitted effect of over 50% in size
# Nrf2 activator: activators of Nrf2 (ARE) signaling. 410,000 tested, 0.31% active. AREc32 ARE-luciferase reporter (MCF7-derived line), luminescence, 24 h. Potency, µM (series often up to 46.1 µM), for inactives: at the top dose activation, usual class: activators; note: % of control where 0% means no effect; nearly all actives have a fitted effect of over 65% in size
#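 Nrf2 activation is followed as ARE-luciferase induction in the AREc32 line after one day of compound treatment; luminescence is read with Steady-Glo.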
# S2 tox: reduces viability in counter-screen for ATXN expression inhibitors; S2 cells (HEK-293 line with an ATXN2-luciferase reporter) viability, CellTiter-Fluor protease fluorescence, 24 h; Potency, µM (series often up to 56.7 µM), most hits filed as cytotoxic; 400,000 tested, 0.49% active; note: nearly all actives have a fitted effect of over 40% in size
# EPAC2 antag: blocks human EPAC2 exchange factor | Q8WZA2 | EPAC2 GEF exchange of Rap1B-BODIPY-GDP, fluorescence | Potency, µM (titrated, usually from 114 µM), for the others: top-dose activity, negative = inhibition, usual class: inhibitors | 360,000 tested, 0.18% active; note: % is set by controls: 0 for no effect and ±100 for the full control effect; nearly all actives have a fitted effect of over 45% in size; many of its hits are not listed in these tables
# Target sequence (Q8WZA2 whole entry, looked up): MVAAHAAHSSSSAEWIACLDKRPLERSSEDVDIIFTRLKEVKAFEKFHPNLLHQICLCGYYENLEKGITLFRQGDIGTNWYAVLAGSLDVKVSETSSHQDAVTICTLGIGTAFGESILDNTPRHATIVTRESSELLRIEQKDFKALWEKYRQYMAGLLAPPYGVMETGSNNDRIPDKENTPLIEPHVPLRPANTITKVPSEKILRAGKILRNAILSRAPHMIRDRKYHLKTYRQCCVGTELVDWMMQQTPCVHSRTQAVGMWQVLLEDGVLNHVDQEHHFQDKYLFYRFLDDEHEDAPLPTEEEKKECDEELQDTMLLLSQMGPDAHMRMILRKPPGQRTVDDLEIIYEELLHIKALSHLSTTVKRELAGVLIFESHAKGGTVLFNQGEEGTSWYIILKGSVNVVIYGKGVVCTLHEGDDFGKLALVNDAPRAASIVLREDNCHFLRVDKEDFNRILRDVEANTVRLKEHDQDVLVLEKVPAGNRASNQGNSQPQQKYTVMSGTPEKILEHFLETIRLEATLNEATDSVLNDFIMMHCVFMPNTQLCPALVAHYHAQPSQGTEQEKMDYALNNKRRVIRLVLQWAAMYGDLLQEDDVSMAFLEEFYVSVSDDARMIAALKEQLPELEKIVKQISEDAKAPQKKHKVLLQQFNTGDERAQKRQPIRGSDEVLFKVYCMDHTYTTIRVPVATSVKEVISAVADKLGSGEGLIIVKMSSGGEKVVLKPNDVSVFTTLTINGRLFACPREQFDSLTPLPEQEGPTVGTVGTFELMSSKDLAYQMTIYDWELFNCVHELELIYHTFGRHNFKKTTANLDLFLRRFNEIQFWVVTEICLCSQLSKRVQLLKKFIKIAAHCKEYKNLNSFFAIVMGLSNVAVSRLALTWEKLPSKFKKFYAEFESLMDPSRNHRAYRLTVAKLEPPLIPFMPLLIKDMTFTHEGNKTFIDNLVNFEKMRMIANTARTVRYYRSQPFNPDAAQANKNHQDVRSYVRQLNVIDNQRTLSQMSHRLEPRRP
# TGFb SMAD3 inh: blocks TGF-b signaling; AID 588855; 410,000 tested, 1.2% active; Potency, µM (titrated, usually from 46.1 µM), for the others: at the highest dose activity, negative = inhibition, most hits filed as inhibitors; HepG2 CAGA-GFP TGF-b/SMAD3 reporter, GFP fluorescence, 18 h; TGF-beta stimulated, 500 pg/mL final; note: % is set by controls: 0 for no effect and ±100 for the full control effect; nearly all actives have a fitted effect of over 65% in size
#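 HEPG2 CAGA-GFP cells (1000/well, DMEM with 1% FBS) were pre-incubated 2 h at 37 degrees C, given compound by pin tool, then stimulated with TGF-beta at 500 pg/mL final for 18 h before per-cell GFP fluorescence imaging.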
# ATXN2 expr inh: reduces ATXN2 reporter expression in HEK-293 cells; HEK-293 ATXN2-luciferase reporter, luminescence, 24 h; Potency, µM (highest dose often 57 µM), for the others: at the highest dose activity change, negative = inhibition, actives largely listed as inhibitors; 360,000 tested, 0.72% active; note: % is set by controls: 0 for no effect and ±100 for the full control effect; nearly all actives have a fitted effect of over 55% in size
#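 qHTS (up to 57 uM final) was run with 24 h compound exposure of reporter cells at 37 °C. Each well was multiplexed: SteadyGlo luminescence measured ATXN2-luciferase expression after a fluorogenic Gly-Phe-AFC viability readout (25 uM final).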
# Nrf2 block: Nrf2 pathway inhibition. A549 ARE-Fluc reporter, luciferase luminescence, 18-24 h. Potency, µM (highest dose often 46 µM), inactives show at the top dose activity change, negative = inhibition, most hits filed as inhibitors. 360,000 tested, 2.1% active. AID 504444; note: % is set by controls: 0 for no effect and ±100 for the full control effect; nearly all actives have a fitted effect of over 60% in size
#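 Two sequential reads on A549 ARE_Fluc cells exposed to compound for 18-24 h: a CellTiter-Fluor fluorescence read for viability, then a luciferase luminescence read for Nrf2/ARE activity.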
# Starred values were filed as active, the others as inactive; i = inactive; ? = inconclusive; nt = not tested or not shown; & = joins results of further samples; [ ] = dose if it differs, or a comment. Calls come from the whole dose curve; as a rule, active = well fitted curve in the direction sought with a large enough effect; inconclusive = small, poorly fitted or top-dose-only effect, or another doubt; inactive = no such curve, though single readings can be large; an effect the other way counts as inactive or inconclusive. Potency is the fitted concentration of half-maximal effect. The list is partial (hit frequency here may not be typical).
SMILES,HepG2 viability,A549 tox,MCF10A rereplic,Nrf2 activator,S2 tox,EPAC2 antag,TGFb SMAD3 inh,ATXN2 expr inh,Nrf2 block
CNc1cc(CSc2ccc(Cl)cc2)nc(C)n1,17%,10%,-17%,1.9%,i,-7%,-7%,28%,?
Cc1cccc(C)c1NC(=O)c1c(C)nn(-c2ccccc2)c1Cl,-24%,-13%,5%,-0.7%,i,9%,12%,-15%,-13%
O=C(COc1ccc(Cl)cc1Br)NNC(=O)C(=O)N1CCCCC1,-17%,-4%,5%,0.1%,i,4%,-15%,1%,7%
Cc1ccnc(NC(c2ccccc2O)c2oc(CO)cc(=O)c2O)c1 (stereo not drawn),31%,-3%,-2%,0.5%,i,0%[57.1 µM],26%,nt,8%
COc1ccc(-c2ccc(C(=O)NCc3ccc(F)c(F)c3)c3occc23)c(C)c1,-28%,nt,nt,0.8%,i,3%,-16%,?,nt
Fc1ccc(-n2ncc3c(N4CCC(Cc5ccccc5)CC4)ncnc32)cc1,-4%,-6%,nt,0.0%,i,nt,1%,12%,nt
CC(N=C1NS(=O)(=O)c2ccccc21)C(=O)NCc1ccc(F)cc1 (stereo not drawn),-5%,6%,1%,3.7%,i,0%,1%,2%,-2%
CCOc1ccccc1CNC(=O)c1cccc(NC(=O)c2nsc3ccccc23)c1,-50%,2%,nt,4.0%,?,nt,?,8%,nt
CCOC(=O)c1[nH]c(C)c(CN(CCc2ccc(OC)c(OC)c2)C(=O)CCCC(=O)O)c1C,3%,11%,0%,0.1%,i,3%,4%,2%,2%
O=C(NNc1cc(C(F)(F)F)nc2ccccc12)Nc1cccc(Cl)c1,-37%,-2%,?,4.8%,?,-18%,?,-38%,1%
O=C(/C=C/c1cccs1)N1CCN(c2ccc(O)cc2)CC1,13%,-19%,16µM*,0.2%,i,6%,54%[activator],-38%,?
O=C(NCCc1ccccc1)C(=O)NCC1OCCN1S(=O)(=O)c1ccc(Br)cc1 (stereo not drawn),1%,1%,?,2.2%,nt,2%,7%,nt,-16%
CCOCC(=O)Nc1cc([N+](=O)[O-])ccc1C,-7%,4%,0%,3.4%,i,-4%,-25%,-20%,-3%
COc1ccc(CNC(=O)CCNC(=O)C2CCN(S(=O)(=O)c3ccc(OC)cc3)CC2)cc1,-8%,nt,nt,4.3%,i,-1%,-1%,nt,nt
Cc1ccccc1NCc1nc2ccccc2n1CCOc1ccccc1,-40%,-27%,nt,6.7%,?,nt,14µM*,1%,?
CCCCC1=CC2=CC(=O)C(C)(OC(=O)CC)C(=O)C2=CN1c1cccc(C#N)c1 (stereo not drawn),3%,-3%,14%,2.0%,i,-17%,-7%,2%,1%
O=C1CC(=O)Nc2cc(S(=O)(=O)Nc3cccc(Br)c3)ccc2N1,-1%,3%,nt,-0.3%,i,nt,12%,8%,nt
CC1CCOC2(O1)C(=O)N(CN1CCN(c3ccccc3F)CC1)c1ccccc12 (stereo not drawn),-9%,14%,10%,2.9%,i,2%,-5%,1%,-3%
O=C1C(Cl)=C(Nc2ccc3cn[nH]c3c2)C(=O)c2ccccc21,1.1µM*,?,0.58µM*,-3.5%,14µM*,-9%,0.63µM*,20µM*,?
O=C(NCc1cccs1)c1nc2ncccn2n1,-14%,-1%,0%,3.3%,?,8%,18%,3%,11%
CCc1nnc(NC(=O)C2CCN(C(=O)c3ccccc3C)CC2)s1,-17%,-1%,-2%,-0.8%,i,-20%,3%,1%,-12%
O=C(CCCn1c(=O)[nH]c2ccccc2c1=O)NCCSCc1ccccc1,-1%,5%,9%,2.8%,i,12%,12%,-12%,0%
O=C1c2ccccc2C(=O)N1CCOCCN1C(=O)c2ccccc2C1=O,-1%,-7%,2%,0.1%,i,3%,?,-4%,?
Nc1ccc(S(=O)(=O)c2ccc(N)c(N)c2)cc1,3%,1%,-7%,3.0%,i,5%,-3%,-3%,-23%
Cc1ccc2c(c1)Sc1c(ccc3ccccc13)N2,-7%,17%,?,5.9%,i,8%,?,nt,?
CC12CCC(=O)N1C(C(=O)Nc1ccccc1N1CCCCC1)CS2 (stereo not drawn),-8%,-8%,10%,-0.1%,i,-5%,-32%,?,-11%
Cc1cc2nc(-c3ccc(OCc4ccccc4Cl)cc3)cc(C(F)(F)F)n2n1,-4%,-5%,nt,-0.1%,i,nt,-6%,2%,6%
Cn1ccc(C(=O)Nc2sc3c(c2C(N)=O)CCCCC3)n1,3%,-1%,?,3.1%,?,4%,20%,51%[activator],?
COc1cc(C(=O)Nc2ccc(C(=O)NCC3CCCO3)cc2)cc(OC)c1OC (stereo not drawn),6%,3%,-17%,-0.9%,i,3%,10%,nt,-4%
CCN1CCN(Cc2ccc(NC(=O)c3cc(NC(=O)c4ccno4)cc(OC)c3)cc2C(F)(F)F)CC1,-50%&-27%,6%,?,-5.0%&-5.1%,?,-4%&19%,?,?,1%
CC(=O)c1ccc(N2C(=NC(=O)COc3ccccc3)SC3CS(=O)(=O)CC32)cc1 (stereo not drawn),-4%,2%,-4%,-0.3%,i,6%,8%,nt,-6%
COc1ccc(C(=O)COC(=O)CCS(=O)(=O)c2ccc(C)cc2)c(OC)c1,-2%,1%,0%,-0.1%,i,2%,0%,-14%,1%
CCC1=C(OC(=O)N(CC)CC)N2C(=O)OC(=NCCc3c[nH]c4ccccc34)[C@]2(Cc2ccccc2)[C@H]2C1=CC[C@H]1C(=O)N(CC)C(=O)[C@H]12,-1%,-10%,20%,2.7%,?,1%,-18%,-8%,-12%
CCOC(=O)CCn1cnc2onc(-c3ccccc3Cl)c2c1=O,-19%,0%,nt,0.1%,i,nt,-14%,3%,?
CN(CC(=O)Nc1ccccc1Cl)C(=O)Cn1cc(C(F)(F)F)ccc1=O,3%,0%,-6%,4.0%,i,1%,-2%,-2%,6%
CC(C)c1ncc(C(O)c2cccc3ccccc23)n1C (stereo not drawn),-1%,0%,3%,-0.7%,i,15%,-18%,-11%,nt
COCc1ccc(O)c2ncccc12,-77%,-12%,7.3µM*,10%,?,14%,1.6µM*,?,-20%
C1CC1C(=NN=C(C1CC1)C1CC1)C1CC1,-5%,1%,-1%,-0.4%,i,23%,0%,-3%,7%
CCCCN(C(=O)c1nn(C)c(=O)c2ccccc12)c1c(N)n(CCC)c(=O)[nH]c1=O,-11%,1%,-7%,-0.2%,i,4%,-11%,1%,2%
CC(C)(C)OC(=O)NCCCCc1cn(CC(=O)N2CCN(C(=O)OC(C)(C)C)CC2)nn1,-2%,-1%,25%,-1.1%,i,18%,-10%,10%,9%
Brc1ccc(N=Cc2ccccn2)cc1,1%,0%,?,3.9%,i,0%,0%,26%,14%
COc1ccccc1C(=O)NC(=O)COC(=O)c1ccc([N+](=O)[O-])cc1,2%,-10%,4%,0.8%,i,-1%,15%,-16%,-5%
COc1cccc(C2=NOC(C(=O)NCc3ccc(F)cc3)C2)c1 (stereo not drawn),-16%,0%,0.73µM*,0.0%,i,-6%,-47%,-9%,-21%
Cc1ccc(C(=O)N2CCOCC2)cc1S(=O)(=O)N1CCCCC1,-2%,-4%,-5%,-0.5%,i,21%,7%,-1%,1%
Cc1n[nH]c(C)c1Sc1ccccc1N,21%,4%,15%,-0.8%,i,3%,2%,-13%,-15%
CCOC(=O)c1[nH]c(C)c(C(=O)OCC(=O)N2CC(=O)Nc3ccccc32)c1C,33%,1%,-3%,3.0%,i,8%,37%,-10%,-15%
COc1ccc2cc3cc(C(=O)NCc4ccccc4OC)oc3nc2c1,-16%,3%,nt,0.0%,i,nt,-32%,-8%,?
N#Cc1ccc(CSc2nnc3ccccn23)cc1,3%,3%,14%,-0.3%,i,-2%,-7%,-12%,11%
CN(C)N1C(=O)/C(=C/c2ccco2)SC1=Nc1ccccc1,-6%,1%,-2%,28%,i,-5%,10%,-19%,1%
COc1ccc(CC(=O)OC(C)C(=O)c2ccc(C)cc2)cc1 (stereo not drawn),11%,0%,1%,-0.6%,i,-8%,61%[activator],0%,8%

# Molecules above that contain an aryl methoxy group:
SMILES,HepG2 viability,A549 tox,MCF10A rereplic,Nrf2 activator,S2 tox,EPAC2 antag,TGFb SMAD3 inh,ATXN2 expr inh,Nrf2 block
COc1ccc(-c2ccc(C(=O)NCc3ccc(F)c(F)c3)c3occc23)c(C)c1,-28%,nt,nt,0.8%,i,3%,-16%,?,nt
CCOC(=O)c1[nH]c(C)c(CN(CCc2ccc(OC)c(OC)c2)C(=O)CCCC(=O)O)c1C,3%,11%,0%,0.1%,i,3%,4%,2%,2%
COc1ccc(CNC(=O)CCNC(=O)C2CCN(S(=O)(=O)c3ccc(OC)cc3)CC2)cc1,-8%,nt,nt,4.3%,i,-1%,-1%,nt,nt
COc1cc(C(=O)Nc2ccc(C(=O)NCC3CCCO3)cc2)cc(OC)c1OC (stereo not drawn),6%,3%,-17%,-0.9%,i,3%,10%,nt,-4%
CCN1CCN(Cc2ccc(NC(=O)c3cc(NC(=O)c4ccno4)cc(OC)c3)cc2C(F)(F)F)CC1,-50%&-27%,6%,?,-5.0%&-5.1%,?,-4%&19%,?,?,1%
COc1ccc(C(=O)COC(=O)CCS(=O)(=O)c2ccc(C)cc2)c(OC)c1,-2%,1%,0%,-0.1%,i,2%,0%,-14%,1%
COc1ccccc1C(=O)NC(=O)COC(=O)c1ccc([N+](=O)[O-])cc1,2%,-10%,4%,0.8%,i,-1%,15%,-16%,-5%
COc1cccc(C2=NOC(C(=O)NCc3ccc(F)cc3)C2)c1 (stereo not drawn),-16%,0%,0.73µM*,0.0%,i,-6%,-47%,-9%,-21%
COc1ccc2cc3cc(C(=O)NCc4ccccc4OC)oc3nc2c1,-16%,3%,nt,0.0%,i,nt,-32%,-8%,?
COc1ccc(CC(=O)OC(C)C(=O)c2ccc(C)cc2)cc1 (stereo not drawn),11%,0%,1%,-0.6%,i,-8%,61%[activator],0%,8%
